A-T KAP1 phos = potential ataxia-telangiectasia treatments restoring KAP-1 phosphorylation. Potency, µM (highest dose often 57.5 µM), inactives show top-dose activation, hits mostly activators. AID 485349. 320,000 compounds, 0.19% hits. […] A-T fibroblasts, KAP-1 phosphorylation AlphaLISA; neocarzinostatin DNA damage 30 min before lysis; further: potency means the concentration at half of the fitted maximal effect; % of control where 0% means no effect; nearly all actives have a fitted effect of over 45% in size
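hTERT-immortalized A-T patient fibroblasts ([…]), 500 cells/well in OPTI-MEM, 1% FBS, got compounds for 60 min, then NCS for 30 min at 37C. Lysates were then assayed for phospho-KAP-1 by AlphaLISA (anti-pKAP1 donor, anti-KAP1 acceptor beads), 6 hr at 25C.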
hERG WT inh = blocks the wildtype human KCNH2 potassium channel; U2OS, BacMam KCNH2, thallium flux FluxOr; hits give low values; 340,000 compounds, 0.37% hits; AID 720551; activity change, % at 1.84 µM; Q12809;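 active means maximum activity change below -70%; inconclusive means maximum activity change between -70% and -50%; inactive means maximum activity change above -50%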; further: on the % scale 0 is the no-effect control and ±100 the full control effect
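U2OS cells transduced with wild-type KCNH2 virus are loaded with FluxOr dye for 45 min, and thallium flux is measured in kinetic reads before and after stimulation buffer. Rate constants are normalized to DMSO controls.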
MLL CXXC-DNA inh = inhibitors of human MLL CXXC domain-DNA interaction; Q03164; MLL-CXXC / FITC-HOXA9 DNA fluorescence polarization; Potency, µM (highest dose often 115 µM), for the others: at the top dose activity change, negative = inhibition, actives largely listed as inhibitors; 290,000 compounds, 0.037% hits; AID 2662; active means well fitted inhibition curve with a large enough effect in the polarisation, with a control signal flat, not every such curve was filed as active; inconclusive means small, poorly fitted or top-dose-only effect, or effect the other way, or a change in a side signal; inactive means no such curve, though single readings can be large or run the other way; the % refers to the polarisation; further: potency means the concentration at half of the fitted maximal effect
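Steps: dispense CXXC domain solution (7 uM) → pin compounds or unlabeled HOX-A9 DNA control → 5 min ambient → add FLSN-HOX-A9 solution (50 nM) → spin → 30 min ambient → fluorescence polarization. Tris pH 7.5/NaCl/DTT/BSA buffer.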
MBNL1-CUG inh = blocks human MBNL1 binding to CUG repeat RNA | Q9NR56 | TR-FRET MBNL1-His/biotin-(CUG)12 binding, 665/545 ratio | Potency, µM (doses to about 57.5 µM), without a hit: at the highest dose activity change, negative = inhibition, most hits filed as inhibitors | 280,000 compounds, 0.036% hits | AID 2675; active means well fitted inhibition curve with a large enough effect in the signal ratio, with a control signal flat, not every such curve was filed as active; inconclusive means small, poorly fitted or top-dose-only effect, or effect the other way, or a change in a side signal; inactive means no such curve, though single readings can be large or run the other way; the % refers to the signal ratio; further: potency means the concentration at half of the fitted maximal effect; on the % scale 0 is the no-effect control and ±100 the full control effect
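TR-FRET between His-tagged MBNL1 and biotin-(CUG)12 RNA, detected with Tb anti-His antibody (0.055 ng/ul) and streptavidin-XL665 (5 nM), 60 min at room temperature. Compounds titrated 92 nM to 58 uM; 665/545 nm ratio normalized to buffer and complex controls.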
S-ASM inh = blocks human secretory acid sphingomyelinase | P17405 | placental ASM, HMU-PC fluorogenic substrate, 60 min | Potency, µM (series often up to 57.5 µM), for the others: top-dose activity change, negative = inhibition, actives largely listed as inhibitors | 340,000 compounds, 0.006% hits | AID 504937; further: potency means the concentration at half of the fitted maximal effect
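qHTS format. ASM enzyme prepared from human placenta hydrolyses the fluorogenic substrate HMU-PC0 (9 uM final) over 60 min at 37 °C after a 10 min compound preincubation.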
GALK inh = blocks human galactokinase activity; Purified GALK, Kinase-Glo residual ATP luminescence; 270,000 compounds, 0.007% hits; AID 1868; P51570; Potency, µM (highest dose often 57.5 µM), without a hit: at the top dose activity change, negative = inhibition, hits mostly inhibitors; further: potency means the concentration at half of the fitted maximal effect; on the % scale 0 is the no-effect control and ±100 the full control effect
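Luminescence from leftover ATP (Ultra-Glo luciferase/luciferin) served as read-out after a 1 h room-temperature reaction of 5 nM GALK with 35 uM ATP and 100 uM galactose.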
a7 integrin act = activates integrin-mediated alleviation for muscular dystrophy; alpha7betagal myoblasts, beta-gal FDG fluorescence, 48 h; Potency, µM (doses to about 38.3 µM), for inactives: at the highest dose activation, hits mostly activators; 350,000 compounds, 0.064% hits;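 further: potency means the concentration at half of the fitted maximal effect; 100% = response of the positive control SU9516; nearly all actives have a fitted effect of over 60% in size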
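Alpha7betagal+/- myoblasts (passage 13) were plated 16-24 hr, then exposed to compounds (1:260 dilution of DMSO stock) for 48 hours at 37C. After MPER lysis, β-galactosidase reporter activity was read as FDG fluorescence (ex 480/em 540) after 30 minutes.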
TRPV1 agonist = activates the human vanilloid receptor TRPV1; activation, % at 8.33 µM; 320,000 compounds, 0.19% hits; Q8NER1; TRPV1-expressing cells, Fluo-8 calcium influx, agonist mode; in the data active means activation above about 80%; inconclusive means between about 30% and that limit; further: 0% is about no effect
Target sequence (Q8NER1 whole entry, looked up): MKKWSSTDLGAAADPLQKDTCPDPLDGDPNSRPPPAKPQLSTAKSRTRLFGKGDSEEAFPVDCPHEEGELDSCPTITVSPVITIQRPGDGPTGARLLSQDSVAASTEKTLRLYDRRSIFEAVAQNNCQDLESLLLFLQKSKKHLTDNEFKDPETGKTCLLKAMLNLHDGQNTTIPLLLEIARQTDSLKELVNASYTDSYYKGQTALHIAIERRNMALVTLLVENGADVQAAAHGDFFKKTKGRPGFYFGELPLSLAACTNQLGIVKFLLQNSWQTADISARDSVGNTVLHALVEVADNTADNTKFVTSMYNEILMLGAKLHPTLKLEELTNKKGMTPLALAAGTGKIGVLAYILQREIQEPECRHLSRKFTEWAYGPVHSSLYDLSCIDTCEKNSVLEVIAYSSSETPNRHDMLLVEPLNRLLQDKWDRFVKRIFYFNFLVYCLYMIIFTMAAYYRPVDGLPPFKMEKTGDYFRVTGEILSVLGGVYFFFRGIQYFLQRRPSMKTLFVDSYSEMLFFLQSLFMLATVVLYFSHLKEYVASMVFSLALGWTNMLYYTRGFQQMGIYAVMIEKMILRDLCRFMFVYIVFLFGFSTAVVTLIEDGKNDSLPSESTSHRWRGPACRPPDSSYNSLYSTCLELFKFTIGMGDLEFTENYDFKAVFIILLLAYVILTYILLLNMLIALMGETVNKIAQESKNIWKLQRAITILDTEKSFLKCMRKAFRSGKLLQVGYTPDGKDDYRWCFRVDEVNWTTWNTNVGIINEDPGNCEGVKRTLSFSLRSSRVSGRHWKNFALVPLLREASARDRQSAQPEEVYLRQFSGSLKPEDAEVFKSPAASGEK
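Cells expressing TRPV1 were dye-loaded with Fluo-8 and read kinetically: 10 s baseline, 3 min after compound (agonist portion), then 2 min after EC20 capsaicin (allosteric enhancer portion). Calcium-bound dye fluorescence at 480/520 nm.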
Coupling enz = counter-screen for Giardia aldolase inhibitors: coupling enzyme system; coupling enzyme system counterscreen, AmpLite Red fluorescence; 290,000 compounds, 0.67% hits; AID 2472; activity change, negative = inhibition, % at 58.2 µM, hits read low; in the data active means activity change below about -30%; further: on the % scale 0 is the no-effect control and ±100 the full control effect
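Counterscreen lacking aldolase: glyceraldehyde-3-phosphate coupling-enzyme reagent preincubated 10 min at RT with compound (at 57.5 uM final), then substrate/coupling system with AmpLite Red added; fluorescence read at 525/598 nm after 20 min RT.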
KCNH2 3.1 block = KCNH2 3.1 (human) potassium channel inhibition. U2OS KCNH2 3.1, thallium flux FluxOr; hits give low values. activity change, % (tested at about 1.8 µM). 340,000 compounds, 0.95% hits. AID 720553;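 active means maximum activity change below -70%; inconclusive means maximum activity change from -70% to -50%; inactive means maximum activity change above -50%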;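 further: thallium influx rate constant from kinetic fluorescence after stimulation buffer; on the % scale 0 is the no-effect control and ±100 the full control effect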
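FluxOr-based Tl+ influx in U2OS cells transduced with KCNH2 3.1 virus; rate constants normalized to DMSO controls.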
Numbers without * were called inactive; [ ] = remark or other dose. Unless noted, the call rests on the fitted dose curve; in most records, active means well fitted curve in the direction sought with a large enough effect; inconclusive means small, poorly fitted or top-dose-only effect, or another doubt; inactive means no such curve, though single readings can be large; an effect the other way counts as inactive or inconclusive.

Results for O=C(NNC(=S)Nc1ccc(Br)cc1Cl)c1ccncc1 ?
A-T KAP1 phos: -0.9%; hERG WT inh: -2.1; MLL CXXC-DNA inh: -2.8%; MBNL1-CUG inh: inconclusive; S-ASM inh: 3.0%; GALK inh: -0.8%; a7 integrin act: -9.5%; TRPV1 agonist: 8.5; Coupling enz: 5.7; KCNH2 3.1 block: -15.4

How did CCOc1ccc2nc(NCCNC(=O)C(C)C)c(C)cc2c1 do in these assays?
A-T KAP1 phos: -1.7%; hERG WT inh: 6.0; MLL CXXC-DNA inh: -2.7%; MBNL1-CUG inh: -10.2%; S-ASM inh: 90.6%[activator]; GALK inh: 9.3%; a7 integrin act: -3.5%; TRPV1 agonist: 0.4; Coupling enz: -1.3; KCNH2 3.1 block: -3.5

What do the screens show for `C=CCn1c(N)cc(=O)nc1SC(C)C(=O)Nc1ccc(C(=O)OCC)cc1` (stereo not given)?
A-T KAP1 phos: -0.1%; hERG WT inh: 4.0; MLL CXXC-DNA inh: 7.8%; MBNL1-CUG inh: -3.7%; GALK inh: 0.5%; a7 integrin act: 21.3%; TRPV1 agonist: -2.5; Coupling enz: 5.2; KCNH2 3.1 block: -2.0

What do the screens show for `N#Cc1ccc(C(=O)CN2CCN(c3ccccc3)CC2)cc1`?
A-T KAP1 phos: -0.4%; hERG WT inh: -6.2; MLL CXXC-DNA inh: 12.4%; MBNL1-CUG inh: 7.2%; S-ASM inh: -0.3%; GALK inh: -1.3%; a7 integrin act: -19.4%; TRPV1 agonist: -0.3; Coupling enz: 0.9; KCNH2 3.1 block: -14.9

How did CCOC(=O)C(C(=O)Nc1cccc(C)c1)C1CCCCC1 (stereo not given) do in these assays?
A-T KAP1 phos: -1.5%; hERG WT inh: -8.2; MLL CXXC-DNA inh: -4.7%; MBNL1-CUG inh: -5.2%; S-ASM inh: -0.4%; GALK inh: 1.7%; a7 integrin act: -19.2%; TRPV1 agonist: 22.1; Coupling enz: -0.9; KCNH2 3.1 block: -12.8

How did C=CCC1c2cccc(C(=O)OC)c2C(=O)N1c1ccccc1 (stereo not given) do in these assays?
A-T KAP1 phos: 0.7%; hERG WT inh: -5.1; MLL CXXC-DNA inh: 0.6%; MBNL1-CUG inh: 5.6%; S-ASM inh: 6.1%; GALK inh: 1.7%; a7 integrin act: 5.4%; TRPV1 agonist: -4.8; Coupling enz: 3.8; KCNH2 3.1 block: -4.2

How did CCC1CCCCN1S(=O)(=O)c1ccc(NC(=O)c2cccs2)cc1 (stereo not given) do in these assays?
A-T KAP1 phos: 1.6%; hERG WT inh: 1.7; MLL CXXC-DNA inh: -1.6%; MBNL1-CUG inh: 0.5%; S-ASM inh: -12.0%; GALK inh: -5.0%; a7 integrin act: 1.8%; TRPV1 agonist: inconclusive; Coupling enz: -0.6; KCNH2 3.1 block: 9.1

How did CCCCCN1C(=O)/C(=C/c2c(N3CCc4ccccc4C3)nc3ccccn3c2=O)SC1=S do in these assays?
hERG WT inh: -5.2; S-ASM inh: 0.9%; a7 integrin act: -7.0%; KCNH2 3.1 block: -4.7

How did Cc1ccc(NC(=O)COC(=O)Cc2ccsc2)cc1S(=O)(=O)N(C)C do in these assays?
A-T KAP1 phos: 9.0%; hERG WT inh: 6.1; MLL CXXC-DNA inh: 7.7%; MBNL1-CUG inh: -6.2%; S-ASM inh: -2.3%; GALK inh: -1.4%; a7 integrin act: 0.0%; TRPV1 agonist: -11.9; Coupling enz: 1.6; KCNH2 3.1 block: 28.2

How did COC(=O)C1=C(C)N(c2cccc(C(C)=O)c2)C(=O)C1 do in these assays?
hERG WT inh: -0.5; MLL CXXC-DNA inh: 0.4%; MBNL1-CUG inh: 17.2%; S-ASM inh: 3.0%; GALK inh: -1.6%; a7 integrin act: -10.0%; TRPV1 agonist: -2.0; Coupling enz: -1.3; KCNH2 3.1 block: -4.3

What do the screens show for `Cc1ccc(C(=O)/C=C/C(=O)O)cc1`?
A-T KAP1 phos: -2.5%; hERG WT inh: -0.1; MLL CXXC-DNA inh: -15.8%; MBNL1-CUG inh: -2.0%; S-ASM inh: -1.6%; GALK inh: -1.2%; a7 integrin act: -13.2%; TRPV1 agonist: -1.9; Coupling enz: 6.2; KCNH2 3.1 block: -4.0

Results for Cc1ccccc1Cn1nc(C)c(NC(=O)/C=C/c2cnn(C)c2C)c1C ?
A-T KAP1 phos: 2.5%; hERG WT inh: 14.9; MLL CXXC-DNA inh: 8.7%; MBNL1-CUG inh: 13.6%; S-ASM inh: 1.6%; GALK inh: 0.9%; a7 integrin act: 13.2%; TRPV1 agonist: -5.4; Coupling enz: -2.0; KCNH2 3.1 block: 10.5

What do the screens show for `Cc1ccc(SC(C)C(=O)NCc2cccnc2)cc1` (stereo not given)?
A-T KAP1 phos: -0.9%; hERG WT inh: -9.6; MLL CXXC-DNA inh: -6.6%; MBNL1-CUG inh: -6.1%; S-ASM inh: 1.6%; a7 integrin act: 3.7%; TRPV1 agonist: 2.9; Coupling enz: -3.5; KCNH2 3.1 block: -6.8

What do the screens show for `Fc1ccc(Oc2nnnn2-c2ccccc2)cc1`?
A-T KAP1 phos: 1.6%; hERG WT inh: -10.0; MLL CXXC-DNA inh: -4.2%; MBNL1-CUG inh: -6.2%; S-ASM inh: 1.3%; GALK inh: 12.3%; a7 integrin act: inconclusive; TRPV1 agonist: -1.2; Coupling enz: 0.7; KCNH2 3.1 block: 7.3

How did N/C(=N\OC(=O)COc1ccc(Cl)cc1Br)c1ccncc1 do in these assays?
A-T KAP1 phos: 3.3%; hERG WT inh: 2.2; MLL CXXC-DNA inh: 12.2%; MBNL1-CUG inh: -2.1%; S-ASM inh: -5.0%; GALK inh: 1.2%; a7 integrin act: 8.5%; TRPV1 agonist: 7.0; Coupling enz: -0.1; KCNH2 3.1 block: 13.5

How did CCOC(=O)c1c(NC(=O)CN2CCN(S(=O)(=O)c3cc(Cl)ccc3Cl)CC2)sc(C(=O)N(C)C)c1C do in these assays?
hERG WT inh: 15.2; S-ASM inh: -5.0%; a7 integrin act: -2.3%; KCNH2 3.1 block: -7.2

How did C/C(=N/NC(=O)c1ccco1)c1cccc(NC(=O)c2ccc(C)o2)c1 do in these assays?
A-T KAP1 phos: -7.2%; hERG WT inh: -3.2; MLL CXXC-DNA inh: -4.9%; MBNL1-CUG inh: -6.0%; S-ASM inh: -0.2%; GALK inh: 5.6%; a7 integrin act: 11.5%; TRPV1 agonist: 6.9; Coupling enz: 2.3; KCNH2 3.1 block: 8.0

How did CC(C(=O)NC(N)=O)N1C(=O)NC(c2ccccc2)(c2ccccc2)C1=O (stereo not given) do in these assays?
A-T KAP1 phos: 3.4%; hERG WT inh: -1.5; MLL CXXC-DNA inh: 2.7%; MBNL1-CUG inh: 2.8%; S-ASM inh: 4.5%; GALK inh: -0.1%; a7 integrin act: -17.5%; TRPV1 agonist: -0.8; Coupling enz: 0.8; KCNH2 3.1 block: 11.4

Results for Cc1nc(NCc2ccco2)c2c(C)c(C)sc2n1 ?
A-T KAP1 phos: -0.1%; hERG WT inh: -10.1; MLL CXXC-DNA inh: 1.3%; MBNL1-CUG inh: -5.4%; S-ASM inh: -1.0%; GALK inh: 1.5%; a7 integrin act: -16.6%[7.66 µM]; TRPV1 agonist: 12.4; Coupling enz: 1.4; KCNH2 3.1 block: 6.5

What do the screens show for `Cn1ccnc1SCC(=O)Nc1ccccc1`?
A-T KAP1 phos: -3.1%; hERG WT inh: 9.8; MLL CXXC-DNA inh: 1.2%; MBNL1-CUG inh: -5.7%; S-ASM inh: -2.5%; GALK inh: 1.9%; a7 integrin act: 27.1%; TRPV1 agonist: 2.1; Coupling enz: 0.5; KCNH2 3.1 block: -2.7

What do the screens show for `O=C(NCc1csc(-c2cccs2)n1)c1cccc(Cl)c1`?
A-T KAP1 phos: -4.1%; hERG WT inh: -1.8; MLL CXXC-DNA inh: -1.1%; MBNL1-CUG inh: 45.2%[activator]; S-ASM inh: -1.9%; a7 integrin act: 4.9%; TRPV1 agonist: 18.6; Coupling enz: 2.8; KCNH2 3.1 block: -18.7

Results for Cc1cc(C(=O)N2CCN(C/C=C/c3ccccc3)CC2)cs1 ?
A-T KAP1 phos: -5.2%; hERG WT inh: -4.2; MLL CXXC-DNA inh: -2.7%; MBNL1-CUG inh: 0.6%; S-ASM inh: -0.8%; GALK inh: -3.8%; a7 integrin act: 15.2%; TRPV1 agonist: 0.1; Coupling enz: 10.1; KCNH2 3.1 block: -5.7

How did O=c1c2ccccc2oc2cc(-c3ccc(CN4CCOCC4)cc3)ccc12 do in these assays?
A-T KAP1 phos: inconclusive; hERG WT inh: 1.7; S-ASM inh: -0.5%; a7 integrin act: -2.5%; TRPV1 agonist: 14.2; KCNH2 3.1 block: 25.9

How did Cc1cc(=O)[nH]c(SCC(=O)Nc2cc(S(=O)(=O)N(C)C)ccc2Cl)n1 do in these assays?
A-T KAP1 phos: -0.9%; MLL CXXC-DNA inh: -0.3%; S-ASM inh: 5.4%; GALK inh: 10.6%; a7 integrin act: 0.0%; TRPV1 agonist: 1.1; Coupling enz: 9.1; KCNH2 3.1 block: -9.0

From PubChem BioAssay
